High-throughput results deposited in PubChem by The Scripps Research Institute Molecular Screening Center.
M4 ag = agonists of human muscarinic M4 receptor (CHRM4); CHO-K1 hM4/Gqi5, Fluo-8 calcium fluorescence; vehicle 0%, full acetylcholine response 100%; activation, % at 3 µM; actives 0.14% (n = 360,000);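 active = activation above the run mean over all test wells plus 3 SD, cut at about 32% in these data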;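 note: peak over basal fluorescence ratio per well then scaled between controls; 0% = DMSO wells and 100% = acetylcholine at EC100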
Target sequence (P08173 whole entry, looked up): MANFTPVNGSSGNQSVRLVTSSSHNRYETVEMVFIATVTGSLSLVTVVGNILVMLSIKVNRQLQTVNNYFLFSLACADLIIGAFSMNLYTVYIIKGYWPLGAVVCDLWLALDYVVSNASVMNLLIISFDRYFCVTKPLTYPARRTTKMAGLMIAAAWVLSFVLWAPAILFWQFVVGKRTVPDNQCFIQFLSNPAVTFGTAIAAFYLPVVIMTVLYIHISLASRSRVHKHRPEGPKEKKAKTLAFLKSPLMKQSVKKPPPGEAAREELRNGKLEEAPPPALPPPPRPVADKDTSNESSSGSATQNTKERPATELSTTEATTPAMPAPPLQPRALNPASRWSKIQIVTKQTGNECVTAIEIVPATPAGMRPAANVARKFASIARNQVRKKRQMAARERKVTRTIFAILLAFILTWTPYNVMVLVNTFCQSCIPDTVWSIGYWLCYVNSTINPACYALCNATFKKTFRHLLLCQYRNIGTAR
M1 ag = agonists of human M1 muscarinic receptor; P11229; CHO-K1 hM1, Fluo-8 calcium fluorescence, agonist mode; 0% DMSO, 100% acetylcholine EC100; activation, % at 3 µM; actives 0.33% (n = 360,000);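 active = activation above the run's mean compound activation plus 3 SD, cut at about 16% in these data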;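 note: peak over basal fluorescence ratio within a 140 s kinetic read after compound addition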
Target sequence (P11229 whole entry, looked up): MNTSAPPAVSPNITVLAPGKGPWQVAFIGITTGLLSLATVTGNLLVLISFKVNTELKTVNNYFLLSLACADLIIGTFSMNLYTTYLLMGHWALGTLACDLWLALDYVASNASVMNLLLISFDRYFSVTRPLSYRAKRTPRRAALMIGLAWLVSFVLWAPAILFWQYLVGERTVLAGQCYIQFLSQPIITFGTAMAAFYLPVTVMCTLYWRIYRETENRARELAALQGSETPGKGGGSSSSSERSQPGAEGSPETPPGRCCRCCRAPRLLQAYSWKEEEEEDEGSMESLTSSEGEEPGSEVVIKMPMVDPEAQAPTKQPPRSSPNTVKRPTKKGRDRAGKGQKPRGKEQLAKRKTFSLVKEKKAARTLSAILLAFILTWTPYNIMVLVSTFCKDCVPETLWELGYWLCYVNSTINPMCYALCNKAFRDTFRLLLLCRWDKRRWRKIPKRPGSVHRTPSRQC
CHO-K1 Ca antag = nonselective inhibitor or artifact in parental CHO-K1 cells; inhibition, % at 3 µM; ATP-induced calcium, Fluo-8 fluorescence; actives 0.6% (n = 360,000);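 active = inhibition above a per-plate cutoff, the plate's mean sample inhibition plus 3 SD, cut at about 24% in these data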;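 note: 0% = DMSO plus EC80 ATP and 100% = DMSO alone without ATP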
M4 antag = blocks acetylcholine activation of human M4 receptor. AID 624125. P08173. inhibition, % at 3 µM. actives 0.73% (n = 360,000). CHO-hM4 cells, ACh EC80, Fluo-8 calcium fluorescence;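 active = inhibition above its plate's cutoff, the mean inhibition of sample wells plus 3 SD, cut at about 27% in these data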;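 note: 0% = acetylcholine EC80 with DMSO and 100% = DMSO without agonist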
OXTR potentiator = human OXTR potentiation | P30559 | CHO-OTR cells, Fluo-8 calcium fluorescence, potentiator mode; 0% = oxytocin EC15, 100% = EC100 | activation, % at 3 µM | actives 0.061% (n = 320,000);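 active = activation above that plate's cutoff, the mean activation of tested compounds plus 3 SD, cut at about 6.6% in these data, passing the limit was not always enough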;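 note: 100% uses oxytocin at 75 nM as the full agonist control; some results filed as inactive read as strong as hits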
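Measured by – Fluo-8 calcium dye fluorescence · Test system – human OTR in CHO cells · Dosing – one concentration, 3.0 µM compound · Controls – EC15 oxytocin alone as 0%, 75 nM oxytocin as 100% · Evaluation – normalized max/min fluorescence ratio, % activation · Timing – 6 min pre-incubation, 100 s read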
CHO parental Ca = counter-screen: ATP calcium response change in parental CHO cells; parental CHO-K1, ATP-induced calcium, Fluo-8 fluorescence; inhibition, % at 5.6 µM; actives 0.63% (n = 330,000); AID 463079;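 active = inhibition above that plate's mean sample inhibition plus 3 SD, cut at about 26% in these data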;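 note: 0% = ATP-challenged DMSO wells and 100% = DMSO wells without ATP; some compounds past the cut are filed as inactive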
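Test system: untransfected parental CHO cell line; also added: ATP stimulus; dosing: 5.6 µM, single dose; signal: calcium-sensitive Fluo-8 fluorescence; measure: percent inhibition of ATP-evoked calcium rise, normalized to controls; benchmarks: low control ATP plus DMSO, high control DMSO only; replication: one well per compound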
CHO-K1 Ca ag = nonselective activator or artifact in parental CHO-K1 cells; Fluo-8 calcium fluorescence; scaled to maximal ATP response, vehicle zero; activation, % at 3 µM; actives 0.48% (n = 360,000); AID 602248; in the data active = activation above about 15%;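 note: untransfected CHO-K1 host cells lacking M1 receptor as counterscreen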
CHRM1 PAM = human CHRM1 positive allosteric modulation | P11229 | CHO-K1 hM1, Fluo-8 calcium fluorescence, ACh EC20; 0% = ACh EC20, 100% = maximal ACh | activation, % at 3 µM | actives 0.088% (n = 360,000); in the data active = activation above about 19%, passing the limit was not always enough
CHRM1 antagonist = blocks human M1 muscarinic receptor | P11229 | CHO-K1 hM1, Fluo-8 calcium fluorescence, ACh EC80 antagonist | inhibition, % at 3 µM | actives 1.3% (n = 360,000) | AID 588852;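 active = percent inhibition above its own plate's cutoff, namely the mean of that plate's compound wells plus 3 SD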;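 note: peak over basal fluorescence ratio during 140 s after agonist addition; 0% = ACh EC80 plus DMSO and 100% = DMSO alone without agonist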
An asterisk follows results filed as active; x = no result given.

SMILES	M4 ag	M1 ag	CHO-K1 Ca antag	M4 antag	OXTR potentiator	CHO parental Ca	CHO-K1 Ca ag	CHRM1 PAM	CHRM1 antagonist
COc1ccc(/C(N)=N/OC(=O)COc2ccccc2Cl)cc1	0	-10	-11	8	-3	-25	0.6	-7	4
Cc1noc(NS(=O)(=O)c2ccc(N/C=C\C(=O)c3ccc4c(c3)OCO4)cc2)c1C	0	0	-16	4	0	1	-0.3	9	-7
CCOc1ccc(NC(=O)C2C3CCC4C(CCC32)C4(Cl)Cl)cc1 (stereo not drawn)	0	-11	7	-7	-8	-14	0.5	5	-5
CN(C)c1ccc2c(=O)c3ccccc3oc2n1	4	-4	8	-1	x	x	1.1	3	-1
c1cnc2nc(CSc3ncn[nH]3)cn2c1	1	-4	-10	3	-12	2	0.2	4	-1
CC(C)C[C@@]12C(=O)N(c3cccc(F)c3)C(=O)N1[C@H](c1ccc(F)cc1)[C@@H]1C(=O)N(C3CCCCC3)C(=O)[C@@H]12	-1	-8	8	1	-9	-24	-0.1	-2	5
COc1ccccc1CNC(=O)C1(C)CCN1C(=O)Cc1ccc(-c2ccccc2)cc1 (stereo not drawn)	14	2	-9	-6	x	x	6.4	-4	-4
CCCCCC(=O)OC(CN1CCCCCC1)CN1CCCC1=O (stereo not drawn)	-1	-4	3	4	-6	-12	-0.2	13	-14
CCOC(=O)[C@]12CCC=C1N(Cc1ccccc1)C(=O)[C@H](CC(=O)NCc1ccc(C)o1)C2	0	x	-15	-18	x	x	-0.2	x	x
Cc1nn(C)c(C)c1S(=O)(=O)N1CCc2ccccc21	1	-4	-8	0	-9	-11	3.5	3	-2
COC(CN(C)C(=O)c1ccc(CS(=O)(=O)c2ccccc2C)o1)OC	2	-4	-18	1	-21	-8	2.5	9	-12
COc1cc(CNC(C)(C)C)cc(Br)c1OCc1cccs1	5	-7	-8	-4	-7	-12	0.9	5	-3
O=C1c2ccccc2NC2(CCCCC2)N1N=C1CCCCC1	3	-4	1	-9	-2	-7	0.4	-4	17
COc1ccc(-c2ccc3[nH]c4c(c3c2)CCN2C[C@@H]([C@H](C)OC(=O)Nc3cc(Cl)cc(Cl)c3)[C@@H](N(C)C(=O)Nc3cc(Cl)cc(Cl)c3)C[C@@H]42)cc1	2	1	10	-11	x	x	0.4	7	-7
Cc1csc(NC(=O)CCc2c(C)nc3cc(-c4cccc(F)c4)nn3c2C)n1	0	-4	-2	2	-1	-20	0.2	-1	2
O=C(/C(=C(\O)c1ccccc1)c1nc2ccccc2[nH]1)c1ccccc1	5	2	-12	-6	-4	-19	2.1	15	1
COc1ccccc1OCc1csc(NC(=O)c2ccco2)n1	4	-2	15	15	-4	-20	1.2	2	0
C=CC[n+]1c(-c2ccc(Cl)cc2Cl)csc1Nc1c(C)n(C)n(-c2ccccc2)c1=O	7	-13	13	-8	-11	-8	4.4	-26	19
COCCN(C(=O)CC1OC(=O)c2ccccc21)c1c(N)n(Cc2ccccc2)c(=O)[nH]c1=O (stereo not drawn)	0	-3	-6	3	-8	-6	0.2	9	-8
CCOc1ccc(OCc2ccc(C(=O)Nc3cccnc3)cc2)cc1	8	-2	-7	14	3	-3	4.9	0	4
CCC(=O)N1CCN(c2ccc(NC(=S)NC(=O)C(C)C)cc2)CC1	1	-2	-6	-4	1	0	1.4	4	-3
C[C@H](CO)N1C[C@H](C)[C@@H](CN(C)C(=O)NC2CCCCC2)Oc2c(NS(=O)(=O)c3ccc(F)cc3)cccc2C1=O	1	-2	-15	-3	6	-19	0.2	9	-10
Cc1ccc(N/N=C/C=C/c2ccco2)cc1	1	-3	10	4	-1	-15	-0.3	-8	18
O=C(CCNS(=O)(=O)c1ccccc1F)NC1CCCCCC1	1	-1	-16	-8	-7	-13	0.4	5	-11
CSc1ncccc1C(=O)Nc1nccs1	3	-2	-16	-11	-7	-2	0.8	5	2
SMILES	M4 ag	M1 ag	CHO-K1 Ca antag	M4 antag	OXTR potentiator	CHO parental Ca	CHO-K1 Ca ag	CHRM1 PAM	CHRM1 antagonist
c1ccc(-c2nn3c(-c4ccccc4)nnc3s2)cc1	1	0	-8	-1	2	-1	0.6	9	-12
O=C(Nc1cc([N+](=O)[O-])ccc1N1CCCC1)c1cccs1	0	-3	7	9	-8	-12	0.1	3	-2
COc1ccc(F)cc1S(=O)(=O)N1CCCCC1	1	-1	-21	-2	-2	12	1.1	8	-11
COc1ccc(C(O)c2nc(-c3ccc(OC)nc3)cs2)cc1 (stereo not drawn)	2	-1	-12	-5	x	x	2.3	-1	-6
Cc1ccccc1NC(=O)C1CCN(C2=NS(=O)(=O)c3ccccc32)CC1	1	0	-1	1	-1	-2	0.4	13	-10
CCC1CCCCN1C(=O)COc1ccc2c3c(c(=O)oc2c1)CCC3 (stereo not drawn)	6	-5	-8	6	-2	-24	2.4	1	3
Clc1cccc(Cl)c1/C=C/c1nc2ccccc2[nH]1	6	-8	-10	1	-2	-26	-0.4	-5	2
O=C(CC1C(=O)NCCN1Cc1ccccc1)NCCC1=CCCCC1 (stereo not drawn)	0	-3	-14	4	-10	-22	0.7	-3	3
Cc1ccc2nc(N3C(=O)C(O)=C(C(=O)c4cc5ccccc5o4)C3c3cccs3)sc2c1 (stereo not drawn)	0	-1	-4	4	-13	-18	0.4	-1	11
CC1CCC2(CC1)NC(=O)N(CC(=O)c1ccc(Cl)s1)C2=O (stereo not drawn)	0	-5	-1	5	-7	-6	0.3	5	-10
O=C(CN(CCc1ccccc1)S(=O)(=O)c1ccc(Cl)cc1)N/N=C/c1ccccc1C(=O)O	1	-9	0	-6	-18	-29	0.0	1	1
CCCCNC(=O)C1(C)CCN1C(=O)c1ccc2c(c1)C(C)(C)CCC2(C)C (stereo not drawn)	-1	-8	-8	1	x	x	-0.3	-1	-13
O=S(=O)(/N=C/c1ccccc1O)c1cccs1	1	-6	-7	-8	-5	2	0.7	4	4
N#Cc1ccccc1OCC(=O)N1CCN(C(=O)c2ccco2)CC1	0	-3	-7	-18	2	-12	0.4	1	2
CCN(CC)c1cc(C)c2cc(NC(=O)c3ccc(Br)o3)ccc2n1	1	1	-5	16	-9	-19	-0.1	1	1
Cc1ccc(C(=O)COC(=O)c2ccccc2NC(=O)c2ccccc2)cc1[N+](=O)[O-]	1	-7	-3	4	-2	-22	6.0	1	-2
CCOC(=O)c1c[nH]c2c(C(F)(F)F)cccc2c1=O	2	-9	-10	4	-3	-1	0.5	10	-1
CCOC(=O)Cn1c(CN(C)Cc2ccccc2)nc2c1c(=O)n(C)c(=O)n2C	1	-2	-4	2	-9	-6	1.2	6	-7
CCc1ccc(OC(=O)/C=C/c2ccco2)cc1	0	-3	-1	2	-2	0	0.3	3	-11
CC(=O)NC1C(=O)N(Cc2ccccc2)c2ccc(Br)cc21 (stereo not drawn)	2	-4	-7	0	2	-26	0.8	12	-13
O=C(CSc1nc2ccccc2n1Cc1ccccc1Cl)N/N=C/c1ccccc1C(=O)O	0	-5	-5	-3	-6	-26	0.3	7	-8
COc1ccc(-c2nc(N)n(S(=O)(=O)c3ccc(C)cc3)n2)cc1	9	-9	-18	-8	-5	-12	1.3	12	-4
COc1cc2cc(CCCO)oc(=O)c2cc1OC	0	-3	-5	-1	-3	1	0.7	4	-2
Nc1nc(Cl)cc(Nc2ccccc2Cl)n1	1	3	-10	-3	1	0	0.5	-4	1
CCCCNC(=O)CCCN1C(=O)c2cccnc2Sc2ccccc21	1	-3	-8	-6	-14	-14	0.4	3	-6
SMILES	M4 ag	M1 ag	CHO-K1 Ca antag	M4 antag	OXTR potentiator	CHO parental Ca	CHO-K1 Ca ag	CHRM1 PAM	CHRM1 antagonist
O=C(NCc1ccccc1)C1(C(F)(F)F)C/C(=C/CCO)CCCO1 (stereo not drawn)	2	-3	-8	21	3	-17	-0.1	-4	8
O=C(Nc1ccc(Cl)cc1F)c1cc(S(=O)(=O)N2CCCCC2)ccc1F	0	-6	5	13	2	-11	-0.1	-1	16
O=C(CN(c1ccccc1Cl)S(=O)(=O)c1ccccc1)NCc1ccccc1	6	-3	1	0	x	x	2.1	-1	4
CCOc1cccc(OCCOCCN(C)Cc2ccccc2)c1	4	-5	-4	-1	-15	-18	0.6	-9	31*
Cc1ccc([C@H]2C(C(=O)O)=CC[C@@H](c3ccc(Cl)cc3)N2S(=O)(=O)c2ccc(C)cc2)cc1	1	-5	-13	-8	-8	-6	0.5	3	-7
CSCCC(NS(=O)(=O)c1ccccc1F)C(=O)OCc1ccccc1Cl (stereo not drawn)	4	-6	-8	-6	-11	-22	4.7	-3	3
CCOc1cc(/C=N/NC(=O)CSc2nncn2C)ccc1OC(=O)c1ccc(Cl)cc1	2	-6	11	6	-3	-11	0.4	5	3

Among those listed so far, these contain a furan ring, fused or not.
SMILES	M4 ag	M1 ag	CHO-K1 Ca antag	M4 antag	OXTR potentiator	CHO parental Ca	CHO-K1 Ca ag	CHRM1 PAM	CHRM1 antagonist
CCOC(=O)[C@]12CCC=C1N(Cc1ccccc1)C(=O)[C@H](CC(=O)NCc1ccc(C)o1)C2	0	x	-15	-18	x	x	-0.2	x	x
COC(CN(C)C(=O)c1ccc(CS(=O)(=O)c2ccccc2C)o1)OC	2	-4	-18	1	-21	-8	2.5	9	-12
COc1ccccc1OCc1csc(NC(=O)c2ccco2)n1	4	-2	15	15	-4	-20	1.2	2	0
Cc1ccc(N/N=C/C=C/c2ccco2)cc1	1	-3	10	4	-1	-15	-0.3	-8	18
Cc1ccc2nc(N3C(=O)C(O)=C(C(=O)c4cc5ccccc5o4)C3c3cccs3)sc2c1 (stereo not drawn)	0	-1	-4	4	-13	-18	0.4	-1	11
N#Cc1ccccc1OCC(=O)N1CCN(C(=O)c2ccco2)CC1	0	-3	-7	-18	2	-12	0.4	1	2
CCN(CC)c1cc(C)c2cc(NC(=O)c3ccc(Br)o3)ccc2n1	1	1	-5	16	-9	-19	-0.1	1	1
CCc1ccc(OC(=O)/C=C/c2ccco2)cc1	0	-3	-1	2	-2	0	0.3	3	-11
